CHRM5 antagonist = blocks acetylcholine activation of human M5 receptor | P08912 | CHO-hM5 cells, Fluo-8 calcium fluorescence, ACh EC80 | inhibition, % at 3 µM | hit rate 0.59% among 360,000;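 active means inhibition above a per-plate cutoff, the mean of that plate's test compounds plus 3 SD, cut at about 27% in these data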;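 further: 0% = acetylcholine EC80 with DMSO and 100% = DMSO without agonist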
M5 ag = CHRM5 agonism in calcium assay; hit rate 0.19% among 360,000; AID 624037; activation, % at 3 µM; P08912; CHO-K1 hM5 cells, Fluo-8 calcium fluorescence; 0% DMSO wells, 100% maximal acetylcholine response;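 active means activation above the run's mean over test compounds plus 3 SD, cut at about 23% in these data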;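 further: signal is peak over basal fluorescence ratio across the kinetic read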
M5 PAM = positive allosteric modulators of human muscarinic M5 receptor. AID 624038. activation, % at 3 µM. P08912. CHO-K1 hM5, Fluo-8 calcium, ACh EC20 PAM; 0% = ACh EC20, 100% = ACh EC100. hit rate 0.3% among 360,000;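 active means activation above the run cutoff, the mean activation of all test compounds plus 3 SD, cut at about 18% in these data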
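Assay system: CHO-K1 hM5 cells. Also added: acetylcholine at EC20 concentration, added after compound. Dosing: 3 µM, single dose. Times: compound preincubation 140 s before EC20 acetylcholine addition. Signal: Fluo-8 calcium fluorescence. Measure: % activation relative to EC20 and EC100 ACh responses. Repeats: singlicate, one well per test compound.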
M4 antag = antagonists of human muscarinic M4 receptor (CHRM4) | CHO-hM4 cells, ACh EC80, Fluo-8 calcium fluorescence | inhibition, % at 3 µM | hit rate 0.73% among 360,000 | AID 624125;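 active means inhibition above its plate's cutoff, the mean inhibition of sample wells plus 3 SD, cut at about 27% in these data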;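 further: 0% = acetylcholine EC80 with DMSO and 100% = DMSO without agonist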
Target sequence (P08173 whole entry, looked up): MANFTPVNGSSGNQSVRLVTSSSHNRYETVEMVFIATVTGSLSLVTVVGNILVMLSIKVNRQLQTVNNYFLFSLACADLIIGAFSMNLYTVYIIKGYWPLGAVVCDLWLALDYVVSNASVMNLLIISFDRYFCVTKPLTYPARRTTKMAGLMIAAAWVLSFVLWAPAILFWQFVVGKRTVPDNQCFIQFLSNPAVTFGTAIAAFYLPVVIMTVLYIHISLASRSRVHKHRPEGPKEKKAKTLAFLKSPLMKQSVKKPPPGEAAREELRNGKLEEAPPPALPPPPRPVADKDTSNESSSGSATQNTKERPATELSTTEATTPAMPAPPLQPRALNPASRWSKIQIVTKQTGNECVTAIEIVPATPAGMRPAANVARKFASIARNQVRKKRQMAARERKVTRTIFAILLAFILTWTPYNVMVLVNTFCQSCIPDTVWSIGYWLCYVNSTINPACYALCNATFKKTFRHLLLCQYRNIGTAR
M4 ag = agonists of human muscarinic M4 receptor (CHRM4); CHO-K1 hM4/Gqi5, Fluo-8 calcium fluorescence; vehicle 0%, full acetylcholine response 100%; activation, % at 3 µM; hit rate 0.14% among 360,000;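 active means activation above the run mean over all test wells plus 3 SD, cut at about 32% in these data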;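 further: peak over basal fluorescence ratio per well then scaled between controls; 0% = DMSO wells and 100% = acetylcholine at EC100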
CRFR2-BP ag = agonists of human CRF-binding protein/CRF-R2 receptor complex | HEK293 CRF-R2/CRF-BP, calcium dye fluorescence (FLIPR); percent of saturating CRF peptide response | hit rate 0.46% among 350,000 | AID 588473 | activation, % at 13.2 µM;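 active means activation of at least 50%, plus an integration ratio under a set limit after plate pattern correction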;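 further: plate controls were neutral control wells without compound for no effect and CRF at EC100 for full effect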
CRFR2-BP antag = antagonists of CRF-binding protein/CRF-R2 receptor complex. HEK293 CRF-R2/CRF-BP, CRF-induced calcium fluorescence. inhibition, % at 11.8 µM. hit rate 0.59% among 350,000;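 active means inhibition of the ligand-induced calcium signal above about 50% at the single tested concentration, limit read from the data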
M4 PAM = CHRM4 positive allosteric modulation; AID 624126; activation, % at 3 µM; CHO-K1 hM4/Gqi5, Fluo-8 calcium fluorescence, ACh EC20; 0% = ACh EC20, 100% = maximal ACh; hit rate 0.4% among 360,000;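 active means activation above its plate's cutoff, the mean activation of sample wells plus 3 SD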; further: some results filed as inactive read as strong as hits
M1 PAM = positive allosteric modulators of human M1 muscarinic receptor; AID 588819; CHO-K1 hM1, Fluo-8 calcium fluorescence, ACh EC20; 0% = ACh EC20, 100% = maximal ACh; P11229; hit rate 0.088% among 360,000; activation, % at 3 µM; in the data active means activation above about 19%, passing the limit was not always enough
Target sequence (P11229 whole entry, looked up): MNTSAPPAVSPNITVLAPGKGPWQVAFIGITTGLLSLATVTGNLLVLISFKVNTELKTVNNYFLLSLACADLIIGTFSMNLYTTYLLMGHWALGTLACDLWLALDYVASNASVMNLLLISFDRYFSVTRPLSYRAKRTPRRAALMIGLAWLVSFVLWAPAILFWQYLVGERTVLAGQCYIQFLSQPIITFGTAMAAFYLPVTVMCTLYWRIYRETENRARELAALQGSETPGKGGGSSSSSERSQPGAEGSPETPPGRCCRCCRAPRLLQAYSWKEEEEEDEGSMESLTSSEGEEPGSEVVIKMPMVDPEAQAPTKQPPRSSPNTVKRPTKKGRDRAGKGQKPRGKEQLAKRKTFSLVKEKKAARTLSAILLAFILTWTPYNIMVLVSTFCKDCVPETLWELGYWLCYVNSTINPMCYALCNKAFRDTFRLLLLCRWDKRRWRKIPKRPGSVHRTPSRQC
Starred values were filed as active, the others as inactive; . = no result given.

SMILES	CHRM5 antagonist	M5 ag	M5 PAM	M4 antag	M4 ag	CRFR2-BP ag	CRFR2-BP antag	M4 PAM	M1 PAM
CCCCn1c(N)c(N(CC)C(=O)C2=NN(c3ccccc3)C(=O)CC2)c(=O)[nH]c1=O	-6	4	4	1	2	1.1	-1	5	3
CCCc1cc(=O)oc2cc(OC(C)C(=O)NC3CC(C)(C)NC(C)(C)C3)ccc12 (stereo not given)	0	-2	4	-7	1	-0.3	-5	-2	7
Cc1ccc(COn2c(-c3ccc(Cl)cc3Cl)nc3ncccc32)cc1	5	-9	-19	9	-2	-1.9	7	-22	-22
Cc1ccc(S(=O)(=O)Oc2ccccc2/C=N/N=C(N)N)cc1	2	-12	-3	2	2	0.9	-25	0	4
Cc1ccc(Cl)c(NC(=O)COC(=O)CNS(=O)(=O)/C=C/c2ccccc2)c1Cl	1	-2	-6	10	4	0.1	19	-4	-6
COc1ccc([C@H]2CC(=O)C=C(c3ccc(OC)c(OC)c3)C2)cc1	-13	5	8	-10	21	1.3	3	-5	-1
COc1cccc(/C=C2\SC(=O)N(CCC(=O)NNC(=O)c3ccccc3Cl)C2=O)c1	6	5	-10	-9	5	-1.1	2	5	2
Cc1[nH]n(C)c(=O)c1C(=O)c1c(-c2ccccc2Cl)noc1C	4	-2	5	11	0	-0.2	6	-3	11
CCN(Cc1ccccc1)S(=O)(=O)c1ccccc1Br	3	-1	-7	-10	-1	0.9	-2	9	-1
O=C(COC(=O)c1cc(NS(=O)(=O)c2cccs2)ccc1O)Nc1ccc(F)c(F)c1F	12	4	-17	0	12	1.0	-16	-4	-1
O=C(CSc1nnc(CNC(=O)c2ccc(F)cc2)o1)NCc1ccccc1Cl	-7	5	4	-11	4	-0.5	-6	6	13
Cc1c(C)c2ccc(OC(C)C(=O)NC3CCN(Cc4ccccc4)CC3)cc2oc1=O (stereo not given)	-4	-4	4	-6	1	-1.1	-13	5	-6
Cc1cccc2cc(C#N)c(NCc3ccccc3)nc12	7	-9	-3	-14	-1	2.4	24	5	8
CCCCNC(=O)C1C(c2ccccc2)=Nc2ccccc2N1C(=O)c1ccc2c(c1)OCO2 (stereo not given)	-10	-4	3	-15	5	.	.	0	.
O=C(Nc1nc2ccccc2n1CCN1CCCCC1)c1ccco1	4	-5	7	-8	1	-1.7	8	6	-6
CCOc1ccc(NC(=O)C2CC(=O)N(c3ccccc3F)C2)cc1 (stereo not given)	7	-3	1	-15	1	0.0	1	-2	8
COc1ccc(OCC(=O)N/N=C2\CCCc3ccccc32)cc1	17	0	-14	4	10	3.8	-22	-13	-8
O=C(CSc1cc(Cl)ccc1Cl)Nc1ccc(N2CCOCC2)cc1	18	-1	-3	6	1	1.4	-2	6	3
O=C(NCC1COc2ccccc2O1)C1C2C=CC3(CN(Cc4ccccc4Cl)C(=O)C13)O2 (stereo not given)	-4	1	-3	-15	2	-1.2	8	11	4
COc1ccc(C2=NS(=O)(=O)N(C)C(C(=O)Nc3ccc4c(c3)OCO4)=C2)cc1OC	12	4	-13	-6	17	-0.4	-12	-7	-16
CCOC(=O)C1(C)CCCN1C(=O)c1ccc(C)cc1 (stereo not given)	0	-1	-1	-12	1	.	.	4	5
O=C(CN(C(=O)c1csnn1)c1cccc2ccccc12)NC1CCCC1	12	-1	-8	-5	1	-1.0	0	3	1
CCN(Cc1ccc2c(c1)OCCO2)S(=O)(=O)c1ccc(NC(C)=O)cc1	5	4	-2	4	7	-1.3	-2	-1	9
O=C(CCC(=O)N1CCN(c2ccccc2F)CC1)c1ccc(Cl)s1	-1	-4	6	-11	2	0.3	7	19	18
CCN(CC(=O)Nc1ccc(NC(C)=O)cc1)C(=O)c1oc2c(ccc3ccccc32)c1C	-1	6	-4	0	12	-0.3	-8	-6	-12
Cc1ccc(S(=O)(=O)NCC(=O)N2CCCC2C(=O)O)cc1 (stereo not given)	6	-4	-1	3	0	-1.5	6	5	8
Cc1ccc(C)c(NC(=S)NC(NC(=O)/C=C/c2ccccc2)C(Cl)(Cl)Cl)c1 (stereo not given)	-5	-3	8	2	1	-0.3	19	-3	-4
Cc1ccc(CSc2nc3c(cc2C#N)CCC3)cc1	1	0	2	2	0	2.3	18	6	4
COc1ccccc1NC(=O)c1cc(N2C(=O)C3C4CCC(C4)C3C2=O)ccc1Cl (stereo not given)	5	1	-1	-7	6	0.1	13	-2	-5
Cc1cccc(N2CCCn3c2nc2c3c(=O)[nH]c(=O)n2C)c1	16	-8	-6	8	-2	-7.3	-14	-3	13
CCOC(=O)c1cnn(C)c1NC(=O)c1ccc([N+](=O)[O-])cc1	10	-2	-3	-4	0	0.0	15	1	-1
CCCCCCC(=O)Oc1cccc(C2=CC(=O)CC(C)(C)C2=O)c1	4	1	-1	-4	0	1.6	5	2	0
CCN(C(=O)COC(=O)Cc1coc2cc(C)ccc12)c1c(N)n(Cc2ccccc2)c(=O)[nH]c1=O	8	-3	7	-12	0	-1.0	8	11	12
COc1ccccc1/C=C/C(=O)c1ccc(NC(C)=O)cc1	2	3	-5	-5	5	-4.2	8	0	8
CN(CC(=O)NCc1ccccc1Cl)S(=O)(=O)c1ccc2c(c1)n(C)c(=O)c(=O)n2C	-10	-5	1	9	0	-1.1	-4	-6	5
O=C(c1ccc(Cl)cc1)C1CCCN(Cc2cccn2-c2cccnc2)C1 (stereo not given)	1	-8	-4	2	4	-0.6	-19	-11	-24
CC(C)(C)OC(=O)N1CCOCCOCCN(C(=O)OC(C)(C)C)CCOCCOCC1	-6	-2	3	-4	2	-3.2	3	2	1
COc1ccc(CCNC(=O)CSc2nn(-c3ccccc3)c(=S)s2)cc1	8	2	-8	6	0	0.3	2	-3	1
CCCCCSc1nc2c(cnn2-c2ccccc2)c(=O)[nH]1	4	-1	1	-6	0	-2.2	-9	6	3
O=c1cc(CCc2ccccc2)oc2cccc(O)c12	7	0	-1	-15	0	0.1	-12	0	12
Cc1nn(-c2ccccn2)c2c1C(=O)CC(C)(C)C2N=[N+]=[N-] (stereo not given)	-7	-2	6	1	1	-1.1	-14	-5	-7
O=C(NCCS(=O)(=O)c1ccc(Br)cc1)c1c(F)cccc1F	-16	-2	2	-9	2	0.9	4	2	11
C=CCn1c(SCC(=O)OCC)nc2cc(C(=O)NCc3ccco3)ccc2c1=O	15	0	-13	6	5	-2.6	0	-22	-13
O=C(c1ccccc1)N1N=C(c2ccccc2)CC1c1ccccc1 (stereo not given)	22	-6	-2	4	2	8.2	3	-6	11
CCc1ncc(C(O)c2ccc(Cl)cc2)n1Cc1ccccc1 (stereo not given)	3	4	-3	-10	7	0.5	1	-4	2

Part of the list above, reformatted.
Values run as follows: CHRM5 antagonist | M5 ag | M5 PAM | M4 antag | M4 ag | CRFR2-BP ag | CRFR2-BP antag | M4 PAM | M1 PAM
COc1cccc(/C=C2\SC(=O)N(CCC(=O)NNC(=O)c3ccccc3Cl)C2=O)c1
→ 6 | 5 | -10 | -9 | 5 | -1.1 | 2 | 5 | 2
Cc1[nH]n(C)c(=O)c1C(=O)c1c(-c2ccccc2Cl)noc1C
→ 4 | -2 | 5 | 11 | 0 | -0.2 | 6 | -3 | 11

Record cards, as listed above. Order of screens: CHRM5 antagonist, M5 ag, M5 PAM, M4 antag, M4 ag, CRFR2-BP ag, CRFR2-BP antag, M4 PAM, M1 PAM
CCc1ncc(C(O)c2ccc(Cl)cc2)n1Cc1ccccc1 (stereo not given) is listed with 3, 4, -3, -10, 7, 0.5, 1, -4, 2
COc1ccc(CCNC(=O)CSc2nn(-c3ccccc3)c(=S)s2)cc1 is listed with 8, 2, -8, 6, 0, 0.3, 2, -3, 1

The results go on:
SMILES	CHRM5 antagonist	M5 ag	M5 PAM	M4 antag	M4 ag	CRFR2-BP ag	CRFR2-BP antag	M4 PAM	M1 PAM
O=C(Cc1ccc(Cl)cc1)NCCS(=O)(=O)N1CCN(c2ccccc2F)CC1	2	2	-1	5	7	-1.2	0	4	8
O=C(c1ccc(Cn2c(=S)[nH]c3ccccc3c2=O)cc1)N1CCN(c2ccccn2)CC1	23	7	-33	15	20	-0.1	-18	-16	-9
CC(C)(C)NC(=O)NC(=O)CN1CCN(C(c2ccccc2)c2ccccc2)CC1	10	-8	-12	0	-1	-2.4	-23	1	-5
O=C(NCc1ccco1)c1nc(-c2ccccc2)n(-c2ccccc2)n1	-2	-3	-1	-11	1	1.7	-3	7	8
Cc1cc(C(=O)N2CCN(c3ccccn3)CC2)c(C)o1	-9	-1	2	-6	2	-0.5	29	6	-1
Cc1ccc(CNc2nc(N)c([N+](=O)[O-])c(NCCO)n2)cc1	-9	11	6	1	1	-1.0	-27	-3	2
Cc1cc(C(=O)NCCCOC(C)C)c2ccccc2n1	2	-3	2	-2	0	3.5	-25	2	2
O=C(NCc1ccc2c(c1)OCO2)C(=O)NCC(c1ccco1)N1CCN(c2ccccc2)CC1 (stereo not given)	1	-1	0	-8	2	-0.7	-7	-8	0
O=C(CN1CCN(C(=O)c2ccc(-c3nc4ccccc4s3)o2)CC1)Nc1cccc(F)c1	4	0	-4	-13	0	-1.2	-1	7	9
Cc1csc(NC(=O)C2CCCN(S(=O)(=O)c3cnc[nH]3)C2)n1 (stereo not given)	1	1	-1	-4	0	0.1	-12	-4	3
Cc1nc2c(sc(=S)n2Cc2ccco2)c(=O)n1CC(=O)Nc1ccccc1	18	-3	-5	-5	3	4.0	-5	0	0
COc1ccc2cc(CCNS(=O)(=O)c3c(C)cc(C)cc3C)c(=O)[nH]c2c1	11	-4	-4	19	3	-1.4	-22	-12	2

Arranged by SMILES length (largest number first): six of the compounds above
SMILES	CHRM5 antagonist	M5 ag	M5 PAM	M4 antag	M4 ag	CRFR2-BP ag	CRFR2-BP antag	M4 PAM	M1 PAM
O=C(c1ccc(Cn2c(=S)[nH]c3ccccc3c2=O)cc1)N1CCN(c2ccccn2)CC1	23	7	-33	15	20	-0.1	-18	-16	-9
O=C(CN1CCN(C(=O)c2ccc(-c3nc4ccccc4s3)o2)CC1)Nc1cccc(F)c1	4	0	-4	-13	0	-1.2	-1	7	9
CC(C)(C)NC(=O)NC(=O)CN1CCN(C(c2ccccc2)c2ccccc2)CC1	10	-8	-12	0	-1	-2.4	-23	1	-5
O=C(Cc1ccc(Cl)cc1)NCCS(=O)(=O)N1CCN(c2ccccc2F)CC1	2	2	-1	5	7	-1.2	0	4	8
Cc1nc2c(sc(=S)n2Cc2ccco2)c(=O)n1CC(=O)Nc1ccccc1	18	-3	-5	-5	3	4.0	-5	0	0
O=C(NCc1ccco1)c1nc(-c2ccccc2)n(-c2ccccc2)n1	-2	-3	-1	-11	1	1.7	-3	7	8

Screens as filed in PubChem BioAssay.
